Screens as filed in PubChem.
POLK inh – qHTS for Inhibitors of Polymerase Kappa; DNA polymerase kappa (Homo sapiens), Q9UBT6; purified Pol kappa, fluorescent DNA synthesis assay, 10 min; AID 588579, 2011; actives 0.53% (n = 400,000); Potency, µM (titrated, usually from 107 µM), without a hit: at the highest dose activity, negative = inhibition, actives largely listed as inhibitors; note: potency is the fitted concentration of half-maximal effect; % is set by controls: 0 for no effect and ±100 for the full control effect
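Enzyme at 10 nM met test compounds for 15 min at room temperature. Substrate addition (50 nM final) began the reaction, which was monitored by fluorescence at 0 and 10 min.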
ERG Ets-DNA blk – qHTS for Small Molecule Inhibitors of the ERG Ets/DNA interaction; fluorescence polarization, His-ERG Ets domain / labelled DNA; actives 0.028% (n = 370,000); Potency, µM (top dose mostly 76.9 µM), for the others: at the top dose FP activity, negative = inhibition, hits mostly inhibitors; Transcriptional regulator ERG (Homo sapiens), P11308; AID 624246, 2012; active = well fitted inhibition curve with a large enough effect in the polarisation, with a control signal flat; inconclusive = small, poorly fitted or top-dose-only effect, or effect the other way, or a change in a side signal; inactive = no such curve, though single readings can be large or run the other way; the % refers to the polarisation;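 note: polarization taken with two DNA probes labelled with fluorescein and Texas red; potency is the fitted concentration of half-maximal effect; % of control where 0% means no effect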
Target sequence (P11308 whole entry, looked up, the tested form may be a part): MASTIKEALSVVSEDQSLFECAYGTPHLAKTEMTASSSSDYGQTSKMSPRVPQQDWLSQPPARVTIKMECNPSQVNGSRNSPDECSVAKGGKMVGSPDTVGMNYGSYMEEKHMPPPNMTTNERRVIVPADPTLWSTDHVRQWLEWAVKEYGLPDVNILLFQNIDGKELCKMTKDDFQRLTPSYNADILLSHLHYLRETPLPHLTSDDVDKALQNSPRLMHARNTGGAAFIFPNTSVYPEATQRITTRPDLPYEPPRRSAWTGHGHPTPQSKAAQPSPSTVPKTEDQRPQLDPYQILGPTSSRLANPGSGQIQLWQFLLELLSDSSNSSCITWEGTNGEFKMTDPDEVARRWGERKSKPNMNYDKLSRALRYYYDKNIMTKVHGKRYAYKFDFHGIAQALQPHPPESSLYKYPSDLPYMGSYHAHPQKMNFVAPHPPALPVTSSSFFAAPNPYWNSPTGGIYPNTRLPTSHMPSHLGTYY
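His-tagged ERG Ets domain (1 uM in the protein solution; 300mM KCl, 50mM Tris-HCl, 1mM EDTA, 1mM DTT, pH 7.5) received compound, then a probe mix of 5 nM fluorescein-DNA and 100nM Texas-615-DNA. Fluorescence polarization was read for both dyes.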
LDHA block – qHTS assay for inhibitors of human lactate dehydrogenase; AID 1347041, 2019; actives 0.15% (n = 480,000); activity change, % (values are at about 110 or 230 µM); L-lactate dehydrogenase A chain (Homo sapiens), P00338; purified LDHA, NADH/diaphorase-resazurin fluorescence; active compounds read low; in the data active = activity change below about -30%; inconclusive = mostly about -25% to -30%;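 note: plate controls were DMSO wells for no effect and wells without enzyme for full effect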
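Human LDH5 at 2 nM final in Tris HCl pH 7.4 with 0.06 mM NADH and 0.2 mM pyruvate, reacted 5 minutes at room temperature. Remaining NADH coupled via diaphorase/resazurin; resorufin fluorescence read at 0 and 20 minutes, normalized to enzyme-free and DMSO wells.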
RGS4 inhibitor – Inhibitors of Regulator of G Protein Signaling (RGS) 4: qHTS. Regulator of G-protein signaling 4 (Homo sapiens), P49798. Potency, µM (top dose mostly 114 µM), inactives show at the highest dose activity change, negative = inhibition, hits mostly inhibitors. actives 0.039% (n = 390,000). AID 504845, 2011. Transcreener GDP fluorescence polarization, RGS4-accelerated GTP hydrolysis; note: potency is the fitted concentration of half-maximal effect; % is set by controls: 0 for no effect and ±100 for the full control effect; nearly all actives have a fitted effect of over 75% in size; some results filed as inactive show a strong effect at the top dose
Target sequence (P49798 whole entry, looked up): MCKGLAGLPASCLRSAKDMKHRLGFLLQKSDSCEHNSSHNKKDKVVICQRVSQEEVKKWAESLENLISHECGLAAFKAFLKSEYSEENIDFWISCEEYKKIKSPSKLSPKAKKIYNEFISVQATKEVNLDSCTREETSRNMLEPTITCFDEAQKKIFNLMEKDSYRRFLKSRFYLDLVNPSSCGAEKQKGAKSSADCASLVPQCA
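MLSMR compounds (23 nl, pin-transferred) preincubated 10 min at room temperature with a 500nM (2x) first reagent, then RGS4 at 900nM (2x) plus Transcreener GDP mix added; fluorescence polarization (620/688 nm) read before and after 90 min at 30 °C.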
POLB inh – qHTS Assay for Inhibitors of DNA Polymerase Beta; Pol beta primer extension/strand displacement, fluorescence kinetic; Potency, µM (series often up to 114 µM), inactives show at the highest dose activity change, negative = inhibition, actives largely listed as inhibitors; actives 1.3% (n = 340,000); AID 485314, 2010; note: potency is the fitted concentration of half-maximal effect; % is set by controls: 0 for no effect and ±100 for the full control effect
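Human Pol beta at 10 nM; strand-displacement substrate 50 nM final. Compound exposure 15 min at room temperature before start, reaction 10 min at room temperature.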
Pol eta inh – qHTS for Inhibitors of Polymerase Eta | actives 1.2% (n = 390,000) | Potency, µM (top dose mostly 114 µM), inactives show top-dose activity change, negative = inhibition, usual class: inhibitors | recombinant Pol eta, fluorescent DNA replication assay; note: potency is the fitted concentration of half-maximal effect; % is set by controls: 0 for no effect and ±100 for the full control effect
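Pol eta (10 nM) was preincubated with compounds for 15 min at room temperature, after which fluorescent replication substrate (50 nM final) was added to start the reaction. Fluorescence was read kinetically at 0 and 10 min.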
Apoferritin bind – qHTS Assay for Identification of Novel General Anesthetics; Ferritin light chain (Equus caballus), P02791; Potency, µM (doses to about 77.5 µM), without a hit: at the top dose activity change, negative = displacement, hits mostly inhibitors; actives 0.074% (n = 350,000); apoferritin/1-aminoanthracene competitive binding, fluorescence; AID 485281, 2010; note: potency is the fitted concentration of half-maximal effect; % is set by controls: 0 for no effect and ±100 for the full control effect; nearly all actives have a fitted effect of over 20% in size
Target sequence (P02791 2-175 limits assumed): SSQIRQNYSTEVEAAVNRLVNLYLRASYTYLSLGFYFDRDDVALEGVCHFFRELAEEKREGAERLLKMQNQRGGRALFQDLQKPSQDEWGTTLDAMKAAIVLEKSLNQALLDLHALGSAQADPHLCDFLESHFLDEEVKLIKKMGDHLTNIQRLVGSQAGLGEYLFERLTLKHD
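Horse-spleen apoferritin (10 uM) was mixed with 50% saturated 1-aminoanthracene in PBS, exposed to compounds for 10 min at room temperature, and read for fluorescence (ex 380 nm, em 535 nm). Competitive displacement was fitted with a four-parameter Hill equation.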
ALOX12 inh – Primary qHTS assay for inhibitors of human arachidonate 12S-lipoxygenase (ALOX12): Round 2; Polyunsaturated fatty acid lipoxygenase ALOX12 (Homo sapiens), P18054; purified 12hLO, xylenol orange hydroperoxide absorbance; Potency, µM (series often up to 108 µM), for inactives: top-dose activity change, negative = inhibition, usual class: inhibitors; actives 1.1% (n = 580,000); AID 1671190, 2021; note: potency is the fitted concentration of half-maximal effect; % is set by controls: 0 for no effect and ±100 for the full control effect
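Hydroperoxide product was detected by ferrous iron/xylenol orange as the 573 to 405 nm absorbance ratio. Arachidonic acid at 40 uM (final) was turned over for 30 min at room temperature by 150 nM human 12hLO, pH 7.0 Hepes buffer, after 15 min compound preincubation.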
APEX1 inh – qHTS Assay for Inhibitors of the Human Apurinic/apyrimidinic Endonuclease 1 (APE1) | recombinant APE1, TAMRA/BHQ-2 abasic DNA cleavage fluorescence | actives 0.35% (n = 350,000) | AID 2517, 2012 | DNA repair nuclease/redox regulator APEX1 (Homo sapiens), P27695 | Potency, µM (titrated, usually from 65.8 µM), for the others: at the top dose activity change, negative = inhibition, actives largely listed as inhibitors;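 note: potency is the fitted concentration of half-maximal effect; plate controls were vehicle for no effect and reference inhibitor for full effect; nearly all actives have a fitted effect of over 55% in size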
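Kinetic fluorescence read (525 ex/598 em nm, three reads 60 s apart) of AP-site incision; signal = third minus first read. Enzyme 0.75 nM, dual-labelled THF duplex 50 nM, compound preincubation 15 min RT.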
The depositor's hits bear a star; ? = inconclusive; nt = no result given; & = joins results of further samples; [ ] = another dose, or the depositor's remark. Unless noted, calls come from the whole dose curve; as a rule, active = well fitted curve in the direction sought with a large enough effect; inconclusive = small, poorly fitted or top-dose-only effect, or another doubt; inactive = no such curve, though single readings can be large; an effect the other way counts as inactive or inconclusive. These rows are one share of the data; rates above refer to the full screens.

SMILES | POLK inh | ERG Ets-DNA blk | LDHA block | RGS4 inhibitor | POLB inh | Pol eta inh | Apoferritin bind | ALOX12 inh | APEX1 inh
Cc1cccc(N(C(=O)CCC(=O)Nc2cc(C)on2)C(C(=O)NC2CCCC2)c2ccc(C)o2)c1 (centres undefined) | -8% | 11% | -3 | 9% | 0% | -1% | -8% | -23% | 5%
COc1ccc(-c2cn(-c3ccc(Br)cc3)c3[n+]2CCS3)cc1 | -4% | -9% | -2 | -33% | -15% | -6% | -4% | -13% | 14%
O=C(NCc1cccs1)C1CCC(CNS(=O)(=O)c2ccccc2)CC1 (centres undefined) | -9% | -5% | -19 | 4% | 0% | 0% | 5% | 3% | 1%
CCn1cc(C(=O)NCc2ccccc2)c(=O)c2cc(F)c(N3CCN(C(=O)c4ccco4)CC3)cc21 | -4% | -4% | 3 | 26% | -4% | -4% | -15% | ? | -4%
COc1ccc(N(Cc2nnc3n2CCCCC3)C(=O)Nc2cccc(C)c2)cc1Cl | -6%[60.1 µM] | 0% | -2 | -4% | 17% | -14% | 1% | -5% | nt
N#Cc1cc2c(nc1SCc1cccnc1)CCC2 | -7% | -10% | -10 | -10% | ? | -12% | -18% | -14% | 4%
CCSc1nnc(NC(=O)c2nn(C(C)C)c(=O)c3ccccc23)s1 | 0% | -5% | -1 | -23% | -3% | -16% | -16% | 8% | -1%
CC(=O)c1ccc2c(c1)OCCOCCOCCOCCO2 | -7% | 3% | -10 | 26% | 18% | -3% | -1% | nt | 3%
Cc1ccc(NS(=O)(=O)c2ccc3oc(=O)ccc3c2)cc1Cl | -12% | 9% | 1 | 29% | -18% | -17% | -4% | -15% | -6%
Nc1nonc1-n1nnc(C(=O)N/N=C/c2ccc(OCc3ccccc3F)cc2)c1CNc1ccccc1 | 3% | -8% | -2 | -20%[56.9 µM] | -5% | -12% | -13% | 8% | 40%
Cc1ccc(NC(=O)CCS(=O)(=O)c2cc3[nH]c(=O)c(=O)[nH]c3cc2C)cc1 | -5% | -14% | -13 | -3% | ? | -3% | -5% | -12% | 25%
O=C1CN(C(=O)COC(=O)CCS(=O)(=O)c2ccccc2Cl)c2ccccc2N1 | 14% | 10% | 2 | -16% | nt | -9% | nt | -2% | -21%
CN(CCO)S(=O)(=O)c1ccc2c(c1)C(=O)c1cc(S(=O)(=O)N(C)CCO)ccc1-2 | 0% | -11% | 0 | 27% | 3% | -8% | -7% | ? | 36%
CC1(C)CC(=O)C2=C(C1)N(c1ccc(F)cc1)C(N)=C(C#N)C2c1cccs1 (centres undefined) | -20% | -4% | 2 | -2% | 18% | -9% | -22% | 267%[activator] | -1%
C/C(=N\NC(=O)c1ccc(CSc2nncn2C)cc1)c1ccc2ccccc2c1 | -16% | 1% | -16 | 1% | 11% | -19% | -7% | 5% | -7%
COc1cc(C(=O)NCCOc2ccccc2C)c(Br)c(OC)c1OC | -5% | 11% | -1 | -7%[11.4 µM] | 5% | -24% | -5% | 1% | -4%
O=C(CNC(=O)c1ccc2c(c1)S(=O)(=O)N=C1CCCCCN12)Nc1ccc(F)c(F)c1 | -1% | 8% | -5 | 3% | nt | -12% | nt | ? | 22%
CC(=O)N1CCc2nc3sc(C(=O)Nc4ccc(Cl)cc4F)c(N)c3c(C(F)(F)F)c2C1 | -3% | -2% | -1&-1 | -19% | -15% | -6% | -13% | 14%&-6% | nt
CC(C)CC(NC(=O)c1ccc(Cl)cc1Cl)C(=O)O (centres undefined) | -14% | -5% | 0 | 2% | 0% | 4% | -6% | -17% | -2%
Cc1ccc(NS(=O)(=O)c2cccc(C(=O)OCC(=O)NCc3ccco3)c2)cc1 | ? | -3% | 1 | -32% | -13% | ? | ? | 114%[activator] | -5%
C/C(=N\NS(=O)(=O)c1ccc(C)cc1)c1ccc(C)s1 | -11% | -10% | 0 | -10% | 13% | -11% | -15% | ? | -3%
CSc1ccc(Cl)c(C(=O)NNC(=O)c2csc(N3CCOCC3)n2)c1 | 0% | -2% | 1 | 11% | nt | -3% | nt | 13% | 4%
O=c1[nH][nH]c(-c2ccccc2)c1C=Nc1ccc(C(F)(F)F)cc1 | -4% | -12% | 0 | 0% | 2% | -19% | -16% | 0% | -6%
O=C(O)/C=C/c1coc2ccccc2c1=O | -3%[60.1 µM] | 2% | -1 | 7%[11.4 µM] | -29% | -3% | 7% | 1% | 0%
CCOC(=O)C1CCCN(C(=O)c2cn(CC)c3ccc(S(=O)(=O)N(C)C)cc3c2=O)C1 (centres undefined) | -7% | 18% | -2 | -1% | 28% | -22% | -11% | -24% | 14%

Reformatted: entries from further up.
> CCn1cc(C(=O)NCc2ccccc2)c(=O)c2cc(F)c(N3CCN(C(=O)c4ccco4)CC3)cc21
  POLK inh: -4%
  ERG Ets-DNA blk: -4%
  LDHA block: 3
  RGS4 inhibitor: 26%
  POLB inh: -4%
  Pol eta inh: -4%
  Apoferritin bind: -15%
  ALOX12 inh: ?
  APEX1 inh: -4%

> COc1ccc(N(Cc2nnc3n2CCCCC3)C(=O)Nc2cccc(C)c2)cc1Cl
  POLK inh: -6%[60.1 µM]
  ERG Ets-DNA blk: 0%
  LDHA block: -2
  RGS4 inhibitor: -4%
  POLB inh: 17%
  Pol eta inh: -14%
  Apoferritin bind: 1%
  ALOX12 inh: -5%
  APEX1 inh: nt

Remaining list, next part
SMILES | POLK inh | ERG Ets-DNA blk | LDHA block | RGS4 inhibitor | POLB inh | Pol eta inh | Apoferritin bind | ALOX12 inh | APEX1 inh
Cc1ccc(SCc2nc(-c3ccc(C(=O)Nc4cc(C)ccc4C)cc3)oc2C)cc1 | -15% | 0% | 4 | 30% | -2% | -9% | -7% | -21% | nt
CC(=O)c1c(C)[nH]c(C(=O)NNC(=O)COc2ccc(Cl)cc2C)c1C | -1% | -2% | -3 | -26% | nt | -21% | nt | 2% | 21%
Cc1nc2c(C)cccn2c(=O)c1NC(=O)COc1ccccc1 | 4% | 0% | 0 | 14% | nt | -7% | nt | 3% | 30%
C/C(=N\n1c(C)cc(C)c(C#N)c1=O)c1cccs1 | -8% | 4% | 1 | -31% | 2% | -12% | -11% | -2% | 1%
C=C1CCN(C(CC(C)C)C(=O)Nc2nc3ccc(Cl)cc3s2)S(=O)(=O)c2ccccc21 (centres undefined) | -6% | nt | nt | 8% | nt | nt | -7% | nt | -1%
Cc1cc(Cl)ccc1NC(=S)N1CCN(Cc2ccc3c(c2)OCO3)CC1 | -5% | -4% | -1 | -39% | -1% | -14% | -6% | 0% | 5%
Cc1nc(-c2ccccc2)sc1-c1ccc(SCC(=O)Nc2ccccc2)nn1 | -8% | 5% | -3 | 23% | 6% | -12% | -3% | -17% | nt
COc1ccc(C(=O)CCN2CCN(c3ccccc3F)CC2)cc1 | 2% | 6% | -1 | 12%[11.4 µM] | -1% | ? | -3% | -9% | 3%
CC(NC(=O)c1ccccc1NC(=O)CN1CCc2ccccc2C1)c1ccccc1 (centres undefined) | -4% | 9% | -9 | 17% | -4% | -10% | -5% | 13% | -17%
COc1ccc(NC(=O)C2CCN(S(=O)(=O)c3c(C)noc3/C=C/c3ccco3)CC2)cc1 | ? | -2% | -8 | 4% | 25µM* | 32µM* | 0% | ? | nt
COc1ccc(OC)c(S(=O)(=O)N(C)CC(=O)N2CCOCC2)c1 | -10% | -3% | -12 | 25% | 46% | -4% | -3% | 0% | 12%
CCCOc1ccc(N2CC(C(=O)Nc3ccccn3)CC2=O)cc1 (centres undefined) | 9% | -1% | 1 | -41% | 15% | -4% | -18% | -12% | 9%
COc1cc(S(=O)(=O)Nc2ccc(C)cc2)ccc1NC(=O)c1ccncc1 | 5% | 1% | -5 | 7% | 22% | -19% | 0% | -6% | 14%
COc1ccc(NS(=O)(=O)c2ccc3oc(=O)c4[nH]c(=O)c(=O)n(C)c4c3c2)cc1 | -18% | 7% | -16 | 0% | 2% | -3% | -15% | ? | 25%
OB(O)c1ccc(B(O)O)cc1 | -10% | nt | -17 | 35% | nt | nt | -4% | nt | -2%
CCCc1nc2ccccc2c(=O)n1CCc1ccccc1 | -4% | 5% | -9 | 13% | -4% | -11% | -12% | -8% | 9%
O=C(Cn1ncc2c3ccccc3n(Cc3ccccc3F)c2c1=O)NCCCc1ccccc1 | -3% | 1% | -10 | -1% | 17% | -17% | -16% | -17% | nt
CCCCc1c(C)nc2c(-c3ccc(Cl)cc3)c(C)[nH]n2c1=O | -18% | -2% | -6 | 0% | -1% | -1% | -15% | -21% | nt
CCOC(=O)c1nnc(-c2ccccc2)nc1Sc1c(Cl)cccc1Cl | 0% | 1% | -1 | -12% | -11% | -17% | ? | ? | 0%
OCCOCCn1c(C(CO)Nc2nc(-c3ccccc3Br)cs2)nc2ccccc21 (centres undefined) | 5% | -11% | 0 | -4% | nt | -20% | nt | 3% | nt
